HePTP inh: inhibitors of human HePTP phosphatase. P35236. recombinant HePTP phosphatase activity, OD absorbance. inhibition, % at 20 µM. 110,000 tested, 0.64% active. AID 521; in the data active = inhibition above about 50%;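 note: plate controls were vehicle for no effect and reference inhibitor for full effect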
Target sequence (P35236 whole entry, looked up): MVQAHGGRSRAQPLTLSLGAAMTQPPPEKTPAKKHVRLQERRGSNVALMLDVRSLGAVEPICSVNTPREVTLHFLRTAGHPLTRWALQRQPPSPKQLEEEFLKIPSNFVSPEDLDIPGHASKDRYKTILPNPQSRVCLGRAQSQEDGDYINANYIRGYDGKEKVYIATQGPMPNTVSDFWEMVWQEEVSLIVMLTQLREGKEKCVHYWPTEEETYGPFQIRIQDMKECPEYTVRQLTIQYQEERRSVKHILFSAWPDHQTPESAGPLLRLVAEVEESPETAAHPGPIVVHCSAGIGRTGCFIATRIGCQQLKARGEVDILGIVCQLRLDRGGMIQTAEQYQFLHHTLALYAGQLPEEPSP
BAP1 inh: inhibitors of human BAP1 deubiquitinase; activity remaining (% of control), % at 20 µM; recombinant BAP1, Ub-AMC hydrolysis fluorescence kinetic; hits give low values; 72,000 tested, 0.48% active; Q92560;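 active = activity remaining at or below 50% of control, provided the compound also passes the data quality filters; inactive = the rest, including low values that fail the filters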;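 note: 100% = DMSO wells rate and 0% = substrate alone blank rate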
Target sequence (Q92560 whole entry, looked up): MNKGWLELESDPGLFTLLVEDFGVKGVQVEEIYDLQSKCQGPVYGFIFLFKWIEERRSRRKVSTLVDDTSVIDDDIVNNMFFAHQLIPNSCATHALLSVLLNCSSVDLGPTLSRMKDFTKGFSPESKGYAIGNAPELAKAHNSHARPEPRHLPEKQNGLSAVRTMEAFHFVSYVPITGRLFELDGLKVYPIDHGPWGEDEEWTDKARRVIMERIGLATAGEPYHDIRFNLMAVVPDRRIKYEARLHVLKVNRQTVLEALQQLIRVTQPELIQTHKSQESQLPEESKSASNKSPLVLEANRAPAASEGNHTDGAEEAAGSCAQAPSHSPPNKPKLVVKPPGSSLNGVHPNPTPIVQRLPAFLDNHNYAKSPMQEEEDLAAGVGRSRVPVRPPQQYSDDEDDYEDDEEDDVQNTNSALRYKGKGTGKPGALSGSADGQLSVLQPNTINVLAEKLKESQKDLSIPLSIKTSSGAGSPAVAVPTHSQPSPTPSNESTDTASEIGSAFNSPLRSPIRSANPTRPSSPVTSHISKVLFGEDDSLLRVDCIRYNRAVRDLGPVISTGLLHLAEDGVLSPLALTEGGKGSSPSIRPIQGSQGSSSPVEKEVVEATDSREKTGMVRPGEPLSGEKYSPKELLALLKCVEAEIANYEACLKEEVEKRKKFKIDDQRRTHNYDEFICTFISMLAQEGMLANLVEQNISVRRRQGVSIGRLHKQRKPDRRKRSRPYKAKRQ
* hit, by the source's call; . = not tested or not shown; & = joins results of further samples. Compounds were not picked by outcome; any-hit rate near 0.79%.

Every second line gives: HePTP inh | BAP1 inh
1: COc1ccc(N2CCN(C(=O)C(Cc3ccccc3)n3cccc3)CC2)cc1 (stereo not drawn)
    2 | 88
2: COc1ccc(-c2nnc(SCC(=O)N3CCC(Cc4ccccc4)CC3)o2)cc1OC
    4 | 110
3: CC(C)CN1C(=O)c2ccc(C(=O)Nc3nccs3)cc2C1=O
    5&3 | 84
4: COCCCNCC(=O)Nc1ccc(OC(F)(F)F)cc1
    2 | 118
5: Cc1cc2nc(-c3ccc(NC(=O)c4ccccc4)cc3O)oc2cc1C
    9 | .
6: Cc1ccc(C)c(N2CCN(C(=O)CN3C(=O)c4ccccc4C3=O)CC2)c1
    6 | 58
7: CCSc1nnc2c(n1)OC(c1cccc([N+](=O)[O-])c1)Nc1ccccc1-2 (stereo not drawn)
    . | 52
8: COc1ccccc1N1CCN(C(=S)Nc2ccc(F)cc2)CC1
    3 | .
9: COC(=O)c1ccc2[nH]c(C)c(CN3CCCC3)c(=O)c2c1
    4 | .
10: O=c1[nH]c(CN2CCN(c3ccccc3)CC2)nc2ccccc12
    2 | 82
11: O=C(Cn1cnnn1)Nc1ccccc1Cc1ccccc1
    8 | 115
12: COc1cc(-c2cccs2)cc(=O)c2c(C)oc(C)c12
    3 | 60
13: CSc1nc(C)c2cc(C)oc2n1
    11 | 98
14: O=C(Cn1nnc(-c2ccccc2)n1)N/N=C/c1c(F)cccc1Cl
    3 | .
15: O=C(COc1ccc(Cl)cc1)NNC(=O)c1ccc([N+](=O)[O-])cc1[N+](=O)[O-]
    7 | .
16: Cc1ccc(C(=O)Nc2ccc(C(N)=O)cc2)cc1[N+](=O)[O-]
    -2 | .
17: CC(C)OC(=O)COc1ccc2c(-c3ccccc3)cc(=O)oc2c1
    8 | .
18: CCCCN(CCCNC(=O)C1CCN(S(=O)(=O)CC)CC1)c1ccccc1
    -3 | 78
19: CC1(C)CC(n2c(=S)[nH]c3ccccc3c2=O)CCO1 (stereo not drawn)
    2 | 89
20: CC(=O)ON1C(c2ccccc2)N=C(c2ccccc2)C1(C)C (stereo not drawn)
    -18 | .
21: CCOc1ccccc1NC(=O)CCSc1nc2n[nH]c(C)c2c(=N)n1-c1ccccc1Cl
    -7 | 70
22: COc1cccc(OC)c1C(=O)Nc1cc(C)ccn1
    -7 | .
23: COc1ccc(Cl)cc1N1C(=O)C2C(c3ccccc3)OC3(C(=O)c4ccccc4C3=O)C2C1=O (stereo not drawn)
    . | 139
24: CC(NC(=O)Cc1ccc(F)cc1)C(c1cccs1)N1CCN(C)CC1 (stereo not drawn)
    . | 155
25: CC(=NCc1ccco1)c1c(C)[nH]n(-c2nc3ccccc3s2)c1=O
    3 | .
26: O=[N+]([O-])c1ccccc1OCCOCCN1CCOCC1
    9 | .
27: COc1ccc2nc(N/C(N)=N/S(=O)(=O)c3ccc(C)cc3)nc(C)c2c1
    -7 | .
28: COc1ccccc1/C=C1\SC(N2CCCCCC2)=NC1=O
    16 | .
29: O=C(Nc1cccc(Br)c1)C1C2CCC3C(CCC21)C3(Cl)Cl (stereo not drawn)
    0 | .
30: CC(=O)c1ccc(NS(=O)(=O)c2ccccc2)cc1
    -13 | 74
31: Cc1ccc(NC(=O)c2ccccc2)s1
    -9 | 80
32: CCOc1ccccc1N/C(=N\S(=O)(=O)c1ccc(C)cc1)Nc1nc(C)cc(C)n1
    -2 | .
33: Clc1cccc(Cl)c1COc1ccccn1
    -14 | 99
34: CCOCCCNC(=O)CN1C(=O)CSc2cc(S(=O)(=O)N3CCCCCC3)ccc21
    5 | 116
35: CCCn1nnnc1SCC(=O)Nc1nnc(CC)s1
    -4 | 93
36: CCN1CCCC1CNC(=O)C1CCCN(S(=O)(=O)c2cccc3nsnc23)C1 (stereo not drawn)
    3 | 102
37: COc1cc(/C=N/NC(=O)c2cccnc2)ccc1OC(=O)c1cccc(Br)c1
    6 | .
38: CSc1ccc(S(=O)(=O)NCCOc2ccccc2C)cc1
    -10 | 109
39: CCN(CC)CCn1c(NC(C)=O)nc2ccccc21
    8 | 102
40: Cn1c(=O)c2c(nc(SCC(=O)OCc3ccccc3)n2C)n(C)c1=O
    10 | 108
41: CC(C)NS(=O)(=O)c1cc(C(=O)O)ccc1Cl
    3 | 78
42: COc1cc2c(cc1NC(=O)CN1CCN(S(=O)(=O)c3ccc(F)cc3)CC1)oc1ccccc12
    4 | .
43: CCn1ccnc1C(O)c1ccccc1OC (stereo not drawn)
    1 | .
44: CCCCn1c2nc3ccccc3nc2c2c(=O)n(C(C)CC)cnc21 (stereo not drawn)
    6 | .
45: COc1ccccc1CN1CCN(S(=O)(=O)c2ccc(Cl)cc2)CC1
    6 | .
46: O=C(Cn1cnc2ccccc2c1=O)NCc1ccco1
    5 | 144
47: CCOc1cc(/C=C2\SC(=Nc3ccc(C)c(Cl)c3)NC2=O)ccc1O
    7 | .
48: O=C(O)C1CCCCC1C(=O)Nc1nc(-c2cccs2)cs1 (stereo not drawn)
    9 | 73
49: O=C(N/N=C\c1ccc(F)cc1)C(Nc1cc([N+](=O)[O-])ccc1O)c1ccccc1 (stereo not drawn)
    -2 | .
50: CC1=CC(C)(C)N(C)C(=S)N1c1ccccc1
    5 | .
51: CC(NC(=O)c1ccc(I)cc1)c1ccccc1 (stereo not drawn)
    5 | .
52: COc1ccc(Cc2nnc(NC(=O)c3cccs3)s2)cc1
    10 | 94
53: Cc1c(CCO)c2ccccc2n1-c1ccccc1
    . | 106
54: CCOC(=O)C1CCN(C(=O)c2cccc(F)c2)CC1
    -6 | .
55: COc1ccc(C(=O)Nc2ccc(OC)cc2[N+](=O)[O-])c(OC)c1
    9 | .
56: CCOc1ccc(-c2cc(CCCC(=O)Nc3cc(OC)ccc3OC)no2)cc1
    6 | 81
57: O=C1NC(=O)/C(=C\c2ccc(Cl)cc2Cl)S1
    -4 | .
58: Cc1cc(NC(=O)COC(=O)C2COc3ccccc3O2)no1 (stereo not drawn)
    1 | 110
59: COC(=O)c1ccc(/C=C2/N=C(c3ccc(OC)cc3)N(c3ccc(F)cc3)C2=O)cc1
    -12 | .
60: CC1=C(C(=O)Nc2cccc(Cl)c2C)C(c2cccs2)NC(=O)N1 (stereo not drawn)
    8 | .

The list goes on:
Every second line gives: HePTP inh | BAP1 inh
61: O=S(=O)(Nc1cccc(Br)c1)c1ccc2ccccc2c1
    -4 | .
62: CCN(Cc1ccccc1)S(=O)(=O)c1c(C)cc(C)cc1C
    3 | .
63: Cc1cc(/C=N/N2C(=O)c3ccccc3C2=O)c(C)n1-c1ccc(F)cc1
    6 | .
64: Nc1nnc(SCC(=O)Nc2ccc([N+](=O)[O-])cc2)s1
    -4 | .
65: COc1ccc(N(CC(=O)Nc2cccc3ccccc23)S(C)(=O)=O)cc1Cl
    -11 | .
66: CCOC(=O)N1CCC(C(N)=O)CC1
    4 | 94
67: COc1ccc(-c2cc(C(F)(F)F)n3nc(C(=O)N4CCCc5ccccc54)cc3n2)cc1
    10 | .
68: Cc1cc([N+](=O)[O-])ccc1NC(=O)/C=C/c1ccccc1Cl
    -11 | .
69: N#Cc1ccccc1OCC(=O)N/N=C/c1ccccc1
    -3 | .
70: COc1ccccc1/C=N/NC(=O)CSc1ccccn1
    -7 | .
71: Cc1ccnc(NS(=O)(=O)c2ccc(NC(=O)c3cc(-c4ccc(Br)cc4)nc4ccccc34)cc2)n1
    -5 | .
72: CCc1ccc(-c2nc(CN3CCC(C(=O)N4CCN(c5ccccn5)CC4)CC3)c(C)o2)cc1
    -8 | 129
73: Cc1csc(NC(=O)C(CC(C)C)NS(=O)(=O)c2ccc3c(c2)oc(=O)n3C)n1 (stereo not drawn)
    10 | 99
74: CC(=O)Nc1ccc(S(=O)(=O)NC(CC(=O)NCCCN2CCOCC2)C(C)C)cc1 (stereo not drawn)
    11 | 106
75: COc1ccc2c(c1)OCC/C2=N\OC(=O)c1cc(F)c(F)cc1Cl
    3 | .
76: C=CCc1cccc2cc(C(=O)Nc3ccc(OCC)cc3)c(=O)oc12
    9 | .
77: O=C1NC(c2ccccc2)(C(F)(F)F)SC2=NCCCN12 (stereo not drawn)
    -9 | 93
78: O=C(NCCCO)C(=O)NCc1ccccc1Cl
    3 | .
79: O=C(COc1nc2ccccc2s1)N1c2ccccc2CCc2ccccc21
    -17 | 128
80: Cc1ccc(N2C(=O)c3cc4cccc(Br)c4cc3C2=O)cc1
    . | 86
81: c1cc(CN2CCCCC2)cc(OCCCNc2nc3ccccc3s2)c1
    . | 97
82: CC(C)(C)c1ccc(OCC(=O)Nc2ccccc2-c2ccccc2)cc1
    -14 | .
83: Cc1ccc(C(=O)NC2CCS(=O)(=O)C2)cc1S(=O)(=O)N1CCCCC1 (stereo not drawn)
    0 | 86
84: Cc1ccc(C(=O)N/C(=C/c2ccccc2Cl)C(=O)Nc2ccc(S(=O)(=O)Nc3nccs3)cc2)cc1
    -2 | .
85: CC(C)Cc1ccc(S(=O)(=O)N2CCN(C(=O)c3ccco3)CC2)cc1
    7 | 85
86: Cc1ccc(-n2c3c(cc(C(=O)Nc4cccc(C)n4)c2=O)C(=O)CCC3)cc1
    -4 | 107
87: O=C(CSc1nc2ccccc2[nH]1)NCc1ccco1
    3 | 91
88: CCC(=NC1CC(C)(C)NC(C)(C)C1)C1=C(O)CC(C)(C)CC1=O
    10 | 104
89: NC(=O)C1CCN(C(=O)Nc2ccc(Cl)c(Cl)c2)CC1
    -2 | .
90: COc1cc(/C=C2/SC(=S)NC2=O)cc(Cl)c1O
    -7 | .
91: O=[N+]([O-])c1cc(S(=O)(=O)N2CCN(c3ccccc3)CC2)ccc1Cl
    3 | .
92: Cc1nc2nc(-c3cccnc3)nn2c(C)c1Cl
    0 | 98
93: O=C1CCC(C(=O)c2ccccc2)C(O)=C1C=NCCO (stereo not drawn)
    9 | .
94: O=C(NCCc1ccccc1)C1CC(=O)N(C2CCCCCC2)C1 (stereo not drawn)
    10 | 98
95: CCc1nc(N)c(C#N)c(-c2ccc(OC)c(OC)c2)c1C
    -8 | 95
96: Cc1ccc(C)c2[nH]c(=O)c(CN(Cc3ccc4c(c3)OCO4)Cc3nnnn3Cc3ccco3)cc12
    2 | .
97: O=C(Nc1ccccc1Br)C12CC3CC(CC(C3)C1)C2
    3 | .
98: O=C(CN1C(=O)CNC1=O)Nc1cccc(C(F)(F)F)c1
    -2 | 71
99: CC(C)Oc1cc2oc(=O)c3c(c2cc1Cl)CCC3
    2&-14 | 223
100: COc1ccc(C(=O)Nc2ccc(S(=O)(=O)Nc3cc(C)nc(C)n3)cc2)c(OC)c1
    9 | 104

Along the list, from the results shown.
HePTP inh, entries 85 to 96, in order: 7, -4, 3, 10, -2, -7, 3, 0, 9, 10, -8, 2

More structures:
Every second line gives: HePTP inh | BAP1 inh
101: CCN(CC(=O)NC1CCCC1)S(=O)(=O)c1ccc(C)cc1
    5 | 106
102: O=C(CCN1CCc2ccccc2CC1)c1ccc2c(c1)OCCO2
    -5 | 110
103: O=C1N=c2ccccc2=C1c1sc(=Nc2ccccc2)n(-c2ccccc2)c1O
    4 | .
104: Cc1ccc(Cn2c(=O)n(Cc3ccco3)c(=O)c3ccccc32)cc1
    3 | 87
105: O=C1CCCC2=C1C(c1ccccc1)CC(=O)N2c1ccccc1 (stereo not drawn)
    21 | 103
106: COc1cccc(/C=C/C(=O)c2ccc(F)cc2)c1OC
    11 | .
107: O=C(Nc1cccc(F)c1)c1c(F)c(F)c(F)c(F)c1F
    8 | 83
108: Cc1ccc(C#CC#Cc2ccc(C)nc2)cn1
    -4 | .
109: COc1ccc(C2C(C(=O)OC3CCCCC3)=C(C)Nc3nnnn32)c(OC)c1OC (stereo not drawn)
    -3 | 83
110: Cc1nnc(SCC(=O)N(C)Cc2ccccc2)[nH]c1=O
    1 | 103
111: COc1cc(OC)cc(C(=O)NCC2CCCO2)c1 (stereo not drawn)
    9&-31 | 95
112: COc1cccc2c(Cl)c(CC=C(Cl)Cl)c(C)nc12
    -21 | .
113: CCOC(=O)COc1cc2occ(-c3cscn3)c(=O)c2cc1C
    . | 95
114: c1ccc(-c2nc3c4ccccc4nc(N4CCN(c5ccccn5)CC4)n3n2)cc1
    3 | 97
115: Cc1nn2c(c1-c1ccccc1)N=C(c1ccco1)CC2c1ccccc1 (stereo not drawn)
    7 | 59
116: Cc1cc(Cl)ccc1OCC(=O)Nc1nc2ccc(Cl)cc2s1
    -2 | .
117: COc1ccc(C)cc1-n1c(-c2ccncc2)n[nH]c1=S
    -10 | .
118: CC(C)(C)n1nnnc1C(c1ccncc1)N1CCCCCC1 (stereo not drawn)
    0 | 95
119: Cn1nnnc1SCc1nc2ccccc2s1
    -1 | 123
120: CCOC(=O)C1=CC2(SC=C(C(=O)OCC)S2)C2=C(S1)C(C)(C)N(C(=O)CC)c1ccc(C)cc12 (stereo not drawn)
    -9 | .
121: COc1ccc(-n2c(SCC(=O)Nc3nccs3)nc3c(c2=O)SCC3)cc1
    5 | 85
122: COc1ccc(N2C(=O)CCC(C(=O)N(C)C3CCCCC3)C2c2ccc(OC)c(OC)c2)cc1 (stereo not drawn)
    8 | .
123: Cc1ccc(-c2nnc(NC(=O)Nc3ccccc3)s2)cc1C
    -8 | .
124: Cc1ccc([N+](=O)[O-])cc1NC(=O)c1cccc([N+](=O)[O-])c1
    . | 78
125: O=C(NCCCN1CCOCC1)c1cccs1
    17 | 94

A second format for some results above.
121) COc1ccc(-n2c(SCC(=O)Nc3nccs3)nc3c(c2=O)SCC3)cc1
122) COc1ccc(N2C(=O)CCC(C(=O)N(C)C3CCCCC3)C2c2ccc(OC)c(OC)c2)cc1 (stereo not drawn)
123) Cc1ccc(-c2nnc(NC(=O)Nc3ccccc3)s2)cc1C
124) Cc1ccc([N+](=O)[O-])cc1NC(=O)c1cccc([N+](=O)[O-])c1
125) O=C(NCCCN1CCOCC1)c1cccs1
Assay by compound,121,122,123,124,125
HePTP inh,5,8,-8,.,17
BAP1 inh,85,.,.,78,94

Compound activity from PubChem.
